Assay outcomes deposited in PubChem BioAssay by National Center for Advancing Translational Sciences (NCATS).
FLuc counter – qHTS profiling assay for firefly luciferase inhibitor/activator using purifed enzyme and Km concentrations of substrates (counterscreen for miR-21 project) | Luciferin 4-monooxygenase (Photinus pyralis), P08659 | purified FLuc, Km substrates, luminescence inhibition | Potency, µM (top dose mostly 57.5 µM), for inactives: top-dose activity change, negative = inhibition, hits mostly inhibitors | hit rate 6.9% among 360,000 | AID 588342, 2011;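 further: plate controls were vehicle for no effect and reference inhibitor for full effect; nearly all actives have a fitted effect of over 55% in size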
Target sequence (P08659 whole entry, looked up): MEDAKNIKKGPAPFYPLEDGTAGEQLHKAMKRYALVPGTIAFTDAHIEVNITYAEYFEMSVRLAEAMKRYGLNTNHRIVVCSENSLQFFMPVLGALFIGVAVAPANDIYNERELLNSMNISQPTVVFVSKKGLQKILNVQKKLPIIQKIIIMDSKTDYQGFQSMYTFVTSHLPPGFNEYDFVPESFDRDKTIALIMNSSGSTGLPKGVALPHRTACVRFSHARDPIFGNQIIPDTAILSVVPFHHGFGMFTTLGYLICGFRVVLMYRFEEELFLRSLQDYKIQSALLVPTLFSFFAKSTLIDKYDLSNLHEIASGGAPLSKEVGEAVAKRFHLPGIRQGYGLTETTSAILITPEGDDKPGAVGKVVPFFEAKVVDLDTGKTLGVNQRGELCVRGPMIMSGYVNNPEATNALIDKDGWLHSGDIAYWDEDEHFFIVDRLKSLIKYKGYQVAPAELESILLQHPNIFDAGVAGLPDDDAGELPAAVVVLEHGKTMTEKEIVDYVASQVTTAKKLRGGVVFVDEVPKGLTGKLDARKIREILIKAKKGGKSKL
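Purified P. pyralis luciferase, 10 nM final, with Km-level 10 uM D-luciferin and 10 uM ATP in 50 mM Tris acetate pH 7.5, 10 mM Mg acetate, 0.01% Tween-20, 0.05% BSA; 6-point qHTS titration about 60 µM downward; luminescence read.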
BRCA1 expr up – qHTS Assay to Identify Small Molecule Activators of BRCA1 Expression; MCF7-BRCA1-FFLuc reporter, luminescence, 48 h; response scale: scaled: vehicle 0%, 10 µM genistein 100%; hit rate 1.1% among 380,000; Potency, µM (highest dose often 46.1 µM), for inactives: top-dose activation, most hits filed as activators; further: nearly all actives have a fitted effect of over 80% in size; some results filed as inactive show a strong effect at the top dose
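First, MCF7-BRCA1-FFLuc cells (2000/well) attach for 2 h; next, compounds are pin-added and incubated 48 h at 37 °C; finally, luciferase reagent is added and luminescence read after 15 min.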
The depositor's hits bear a star; ? = inconclusive. The call rests on the fitted dose curve; in most records, active means well fitted curve in the direction sought with a large enough effect; inconclusive means small, poorly fitted or top-dose-only effect, or another doubt; inactive means no such curve, though single readings can be large; an effect the other way counts as inactive or inconclusive. Potency means the concentration at half of the fitted maximal effect. This is a subset; the hit share may differ from the screen's.

No.	canonical_smiles	FLuc counter	BRCA1 expr up
1	Cc1ccc2c(c1)-c1nc(-c3ccc4c(c3)NC(=O)CO4)cc(-c3ccc(Cl)cc3)c1CO2	-1%	10%
2	CCOC(=O)C1=C(CS(=O)(=O)c2ccc(OC)c(Cl)c2)NC(=O)NC1c1cccc(OC)c1 (stereo not drawn)	5%	-14%
3	CCOc1ccc(OCC)c(S(=O)(=O)N2CCN(c3cccc(C)c3C)CC2)c1	2%	5%
4	Cc1ccc(Sc2ccc(N3CCCC(C(=O)Nc4ccc(Cl)cc4)C3)nn2)cc1 (stereo not drawn)	-19%	4%
5	CCOC(=O)c1c(NC(=O)COc2ccc(CC)cc2)sc2c1CCCC2	-1%	-5%
6	CCc1ccc(NC(=O)C2CCN(c3ccc(Sc4ccc(C)cc4)nn3)CC2)cc1	-1%	3%
7	COc1ccc(NCc2cc3ccc(OC)cc3n(CC(=O)Nc3ccc(C)c(C)c3)c2=O)cc1	1%	-2%
8	COc1ccc2oc(=O)c(C(=O)NCCc3c(C)[nH]c4ccc(Br)cc34)cc2c1	-1%	17%
9	Cc1c2cnn(-c3ccccc3)c(=O)c2c(C)n1CC(=O)Nc1ccccc1Br	1%	0%
10	CCOC(=O)c1ccc(NS(=O)(=O)c2ccc3[nH]c4c(c3c2)CCCCC4)cc1	-13%	-26%
11	Cc1[nH]c2ccc(Br)cc2c1CCNC(=O)c1cc2ccccc2oc1=O	-11%	-9%
12	CCOc1ccc2c(c1)c(=O)c(C(=O)c1ccc(CC)cc1)cn2CC(=O)Nc1ccccc1C	0%	12%
13	CCC(Cc1ccccc1)NC(=O)Cn1nc(C)n2c(cc3occc32)c1=O (stereo not drawn)	0%	0%
14	Cc1ccc(N2C(=O)CSC23C(=O)N(CC(=O)Nc2ccc(C(C)C)cc2)c2ccccc23)cc1C (stereo not drawn)	-2%	-21%
15	Cc1ccc2cccc(NC(=O)COc3cc(C)c(Cl)c(C)c3)c2n1	5%	4%

The results go on:
No.	canonical_smiles	FLuc counter	BRCA1 expr up
16	CCOc1ccc(S(=O)(=O)N2Cc3ccccc3CC2C(=O)Nc2ccc(NC(C)=O)cc2)cc1 (stereo not drawn)	-11%	0%
17	Cc1ccccc1CCNC(=O)C1CCN(c2nc3ccccc3nc2C(F)(F)F)CC1	-7%	11%
18	COc1ccc2cc(CNc3ccc(OC)c(OC)c3)c(=O)n(CC(=O)Nc3ccccc3F)c2c1	5%	6%
19	O=C(Nc1ccc(Br)c2cccnc12)c1cccc2ccccc12	0%	-20%
20	Nc1c(C(=O)NCc2cccs2)nnn1CC(=O)Nc1cccc(F)c1	0%	2%
21	Cc1cccc(CNC(=O)c2ccc3oc(=O)n(Cc4ccccc4)c3c2)c1	3%	2%
22	CC(=O)c1ccc(N2CCN(C(=O)CS(=O)(=O)c3cccc4nsnc34)CC2)cc1	-6%	0%
23	COc1ccc(-c2cc(C(F)(F)F)nc(SCC(=O)Nc3ccc(C(C)=O)cc3)n2)cc1	0%	-26%
24	CC1=C(C(=O)Nc2ccc(C)cc2)C(c2ccc(Cl)cc2)n2nnnc2N1 (stereo not drawn)	2%	0%
25	O=c1c2sc3ccccc3c2n(Cc2ccccc2F)c(=O)n1CCc1ccccc1	-10%	8%
26	COc1ccc(OC)c(NC(=O)c2c(N3CCCC3=O)c3cc(OC)ccc3n2C)c1	-10%	-6%
27	Cc1ccc(CNC(=O)C2CCCN(S(=O)(=O)c3cccc4nsnc34)C2)cc1 (stereo not drawn)	0%	4%
28	CCOc1ccc(CNC(=O)CCS(=O)(=O)c2cc3c4c(c2)CCN4C(=O)CC3)cc1OC	-5%	21%
29	Cc1ccc2c(c1)-c1c(cnc3cc(-c4ccccc4)nn13)CO2	?	-32%
30	COc1cc2[nH]c(=O)n(Cc3ccc(C(=O)N4CCN(c5cc(Cl)ccc5C)CC4)cc3)c(=O)c2cc1OC	-3%	3%

Shown with two lines to a compound: two of the compounds above
Below each SMILES: FLuc counter, BRCA1 expr up
[26] COc1ccc(OC)c(NC(=O)c2c(N3CCCC3=O)c3cc(OC)ccc3n2C)c1
 : -10%, -6%
[16] CCOc1ccc(S(=O)(=O)N2Cc3ccccc3CC2C(=O)Nc2ccc(NC(C)=O)cc2)cc1 (stereo not drawn)
 : -11%, 0%

One compound at a time, as listed above:
O=C(Nc1ccc(Br)c2cccnc12)c1cccc2ccccc12 is listed as FLuc counter = 0%; BRCA1 expr up = -20%
COc1ccc2cc(CNc3ccc(OC)c(OC)c3)c(=O)n(CC(=O)Nc3ccccc3F)c2c1 is listed as FLuc counter = 5%; BRCA1 expr up = 6%
Cc1cccc(CNC(=O)c2ccc3oc(=O)n(Cc4ccccc4)c3c2)c1 is listed as FLuc counter = 3%; BRCA1 expr up = 2%

Continued.
No.	canonical_smiles	FLuc counter	BRCA1 expr up
31	CCOC(=O)COc1ccc(CC)cc1C(=O)c1ccn2nc(-c3ccc(C)cc3)cc2n1	1%	-48%
32	CCC1=Nc2cc(C(=O)NCCc3ccccc3)ccc2Sc2ccc(Cl)cc21	5%	-59%
33	Cc1oc2ncn(CC(C)C)c(=O)c2c1C(=O)Nc1cc(F)ccc1F	-8%	8%
34	CNC(=O)c1c(NC(=O)c2ccc(S(=O)(=O)N3CCCC(C)C3)cc2)sc2c1CCC2 (stereo not drawn)	-6%	5%
35	COC(=O)c1nnn(-c2cccc(C)c2)c1N	1%	14%
36	COc1cc(NC(=O)C(Cc2ccccc2)NS(=O)(=O)c2cccs2)cc(OC)c1 (stereo not drawn)	-12%	-1%
37	COc1ccc(Cn2nnc(C(=O)Nc3cc(OC)ccc3OC)c2N)cc1	-10%	-9%
38	CCCNC(=O)Cn1c(=O)cc(C)c2c(C)nn(-c3cccc(F)c3)c21	-11%	10%
39	CCOC(=O)c1cc(-c2ccc(OC)cc2)nn1Cc1ccccc1	7.6µM*	?
40	CCOC(=O)c1c(C)c(-c2ccccc2)n(CC(=O)NCc2cccc(OC)c2)c1C	-2%	-1%
41	COc1ccc2c(c1)c1c(c(=O)n(Cc3ccccc3)c(=O)n1Cc1cccc(Cl)c1)n2C	-2%	2%
42	CCOc1c(Br)cc(C2C=C(C(=O)O)Nc3ncnn32)cc1OC (stereo not drawn)	-3%	0%
43	COc1ccc(NC(=O)Nc2cccc(-c3cn4cccnc4n3)c2)cc1	1.7µM*	18%
44	Cc1oc(-c2ccccc2F)nc1Cn1c(SCc2cccc(C(F)(F)F)c2)nc2ccncc21	-5%	7%
45	COc1cccc(NC(=O)N(Cc2cn(C)c3ccccc23)C2CCCCCC2)c1	4%	-55%

Additional results:
No.	canonical_smiles	FLuc counter	BRCA1 expr up
46	COC(=O)C1=C(c2ccccc2)c2ccccc2S(=O)(=O)N1CC(=O)Nc1cccc(C(C)=O)c1	-17%	15%
47	O=C(Nc1nnc2n1CCS2)c1ccccc1	1%	13%
48	CCc1ccccc1NCc1nnc2n1CCCCC2	-3%	23%
49	O=C(/C=C/c1ccccc1)N1CCN(Cc2cc(=O)n3nc(-c4ccccc4F)sc3n2)CC1	3%	0%
50	COC(=O)c1ccccc1NC(=O)c1cnc(Nc2ccc(OC)cc2)c2ccccc12	28%	-24%
51	Cc1ccc(NC(=O)Cn2nc(C(F)(F)F)c3c2CCC3)cc1C	1%	-18%
52	CCCCNC(=O)CSc1nc2ccccc2nc1Cc1ccc(C)cc1	0%	2%
53	CCOc1ccc(OCC)c(NC(=O)C2CCCN(S(=O)(=O)c3ccc4c(c3)oc(=O)n4C)C2)c1 (stereo not drawn)	-3%	1%
54	Cc1ccc(NC(=O)Cn2c(=O)n(CCC(=O)N3CCc4ccccc4C3)c(=O)c3ccccc32)cc1	-14%	2%
55	COc1ccc(NC(=O)CN2C(=O)CSc3ccc(S(=O)(=O)N(C)C)cc32)cc1Cl	-12%	9%
56	Cc1oc2ncn(CC(C)C)c(=O)c2c1C(=O)N1CCN(c2cccc(C(F)(F)F)c2)CC1	8%	24%
57	CC(C)(C)C(=O)Nc1ccc2nc(SCc3ccccc3)sc2c1	?	0%
58	CC1CCN(S(=O)(=O)c2ccc3c(c2)N(CC(=O)NCC(C)c2ccccc2)C(=O)CO3)CC1 (stereo not drawn)	-9%	-2%
59	COc1cc(C(=O)OCc2cc(=O)n3nc(C(C)C)sc3n2)cc(OC)c1OC	0%	5%
60	CCc1ccc(NC(=O)CN2CCSc3ccc(S(=O)(=O)N4CCCC4)cc32)cc1	?	-37%

(list continues)
No.	canonical_smiles	FLuc counter	BRCA1 expr up
61	Cc1ccc(OCC(=O)NCC(=O)OCc2cc(=O)n3nc(C(C)C)sc3n2)cc1	-5%	-14%
62	CCCN(CCC)C(=O)C(Cc1ccccc1)NS(=O)(=O)c1ccc2c(c1)c(=O)n(C)c(=O)n2C (stereo not drawn)	0%	0%
63	CCOc1ccc(-n2c(SC(C)C(=O)OC)nc3c([nH]c4ccccc43)c2=O)cc1 (stereo not drawn)	4%	1%
64	CCCNC(=O)C1Cc2cc(S(=O)(=O)N3CCCCCC3)ccc2N1C(C)=O (stereo not drawn)	-2%	11%
65	CCN(CC)c1cc(C)c2cc(NC(=O)c3cc(OC)cc(OC)c3)ccc2n1	-12%	-65%
66	CC(C)c1ccc(NC(=O)Cn2c3ncccc3c(=O)n2-c2ccccc2)cc1	-10%	0%
67	O=c1c(-c2cc(-c3ccccc3)nc3c2COc2ccc(Cl)cc2-3)coc2ccccc12	-4%	0%
68	CCNC(=O)c1c(C)oc2ncn(C)c(=O)c12	-6%	0%
69	Cc1ccc(CN(C(=O)c2ccccc2[N+](=O)[O-])c2ccccn2)cc1	2%	0%
70	CCOC(=O)C1CCCN(C(=O)c2ccc3c(c2)N(Cc2ccccc2F)C(=O)c2ccccc2S3=O)C1 (stereo not drawn)	1%	0%
71	O=C(CSc1nc2ccsc2c(=O)n1Cc1ccccc1Cl)NCc1ccc(Cl)cc1	0%	2%
72	Cc1ccc(CNC(=O)CS(=O)(=O)Cc2nc(-c3ccccc3C)oc2C)cc1	-12%	-19%
73	Cc1[nH]c2ccccc2c1C1(O)C(=O)N(Cc2ccccc2)c2ccc(Cl)cc21 (stereo not drawn)	1%	-32%
74	O=C(NC1CC(=O)N(c2ccc3c(c2)OCCO3)C1)c1c(F)cccc1Cl (stereo not drawn)	-4%	14%
75	CCN(CC)c1cc(C)c2cc(NC(=O)c3ccc(OC)c(OC)c3)ccc2n1	4%	-42%

The list continues:
No.	canonical_smiles	FLuc counter	BRCA1 expr up
76	CC(C)NC(=O)N1CCN(S(=O)(=O)c2ccc3c(ccn3C)c2)CC1	0%	17%
77	Clc1ccc(-c2noc3ncnc(NCCCN4CCN(c5ccccc5)CC4)c23)cc1	0%	-19%
78	COc1ccc(CNC(=O)CN(c2ccc(C)cc2)S(=O)(=O)c2c(C)n[nH]c2C)cc1	-14%	-13%
79	COc1ccc(NC(=O)C2=C(C)Nc3ncnn3C2c2sccc2C)cc1 (stereo not drawn)	2%	8%
80	CCC(C)NC(=O)Cn1c(=O)n(Cc2ccc(C(=O)NCc3ccc(C)cc3)cc2)c(=O)c2ccccc21 (stereo not drawn)	5%	-4%
81	Cc1ccccc1-c1noc(-c2ccccc2OCC(=O)Nc2ccccc2[N+](=O)[O-])n1	4%	3%
82	COC(=O)c1cc(NC(=O)Cn2ncc3c2-c2ccccc2OC3)cc(C(=O)OC)c1	2%	-10%
83	COc1cccc(C(=O)N(Cc2nc(-c3ccc(Cl)cc3)no2)C(C)C)c1OC	-9%	-12%
84	COc1ccc(S(=O)(=O)N2Cc3ccccc3CC2C(=O)Nc2cc(Cl)ccc2Cl)cc1 (stereo not drawn)	-6%	-36%
85	Cc1cccc(CNS(=O)(=O)c2ccc3[nH]c(=O)ccc3c2)c1	1%	0%
86	CC(C)C(=O)Nc1ccc2nc(SCC(=O)N3CCc4ccccc43)sc2c1	?	0%
87	CN1CCc2c(sc(NC(=O)CSc3ccc(F)cc3)c2-c2nc3ccccc3s2)C1	-5%	-24%
88	Cn1c(=O)oc2cc(S(=O)(=O)N3CCC(C(=O)N4CCN(c5ccccc5F)CC4)CC3)ccc21	1%	0%
89	COc1cc(-c2nc(Cn3nnc(C(=O)Nc4cc(C)cc(C)c4)c3C)c(C)o2)cc(OC)c1OC	-11%	-17%
90	CCOC(=O)N1CCN(c2ncc3c(n2)CC(c2ccc(OC)c(OC)c2)CC3=O)CC1 (stereo not drawn)	1%	-1%

(listing goes on)
No.	canonical_smiles	FLuc counter	BRCA1 expr up
91	Cc1ccc(CN2CCC(CNC(=O)Nc3cccc(Cl)c3C)C2)cc1 (stereo not drawn)	-5%	-28%
92	CCOc1ccc(NC(=O)CSc2nnc(-c3ccc(OCC)cc3)o2)cc1	-2%	-5%
93	COc1ccc(-c2cc(C(F)(F)F)nc(SCC(=O)NCc3ccc(OC)c(OC)c3)n2)cc1	3%	-4%
94	Cc1ccc(NC(=O)CCNS(=O)(=O)c2ccc3c(c2)CCCC(=O)N3)cc1	-6%	-12%
